High-throughput results: PubChem, National Center for Advancing Translational Sciences (NCATS)
APEX1 inh = qHTS Assay for Inhibitors of the Human Apurinic/apyrimidinic Endonuclease 1 (APE1). Potency, µM (titrated, usually from 65.8 µM), without a hit: top-dose activity change, negative = inhibition, usual class: inhibitors. hit rate 0.35% among 350,000. AID 2517, 2012. recombinant APE1, TAMRA/BHQ-2 abasic DNA cleavage fluorescence;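 note: plate controls were vehicle for no effect and reference inhibitor for full effect; nearly all actives have a fitted effect of over 55% in size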
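Measures dequenching upon AP-site incision of a 5'-TAMRA/3'-BHQ-2 THF-containing duplex, 50 nM; human APE1 0.75 nM after 15 min room-temperature exposure to compound; kinetic three-point read at one-minute spacing.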
POLH inh = qHTS for Inhibitors of Polymerase Eta | DNA polymerase eta (Homo sapiens), Q9Y253 | recombinant Pol eta, fluorescent DNA replication assay | Potency, µM (doses to about 114 µM), without a hit: at the highest dose activity change, negative = inhibition, actives largely listed as inhibitors | hit rate 1.2% among 390,000; note: % is set by controls: 0 for no effect and ±100 for the full control effect
Target sequence (Q9Y253 whole entry, looked up): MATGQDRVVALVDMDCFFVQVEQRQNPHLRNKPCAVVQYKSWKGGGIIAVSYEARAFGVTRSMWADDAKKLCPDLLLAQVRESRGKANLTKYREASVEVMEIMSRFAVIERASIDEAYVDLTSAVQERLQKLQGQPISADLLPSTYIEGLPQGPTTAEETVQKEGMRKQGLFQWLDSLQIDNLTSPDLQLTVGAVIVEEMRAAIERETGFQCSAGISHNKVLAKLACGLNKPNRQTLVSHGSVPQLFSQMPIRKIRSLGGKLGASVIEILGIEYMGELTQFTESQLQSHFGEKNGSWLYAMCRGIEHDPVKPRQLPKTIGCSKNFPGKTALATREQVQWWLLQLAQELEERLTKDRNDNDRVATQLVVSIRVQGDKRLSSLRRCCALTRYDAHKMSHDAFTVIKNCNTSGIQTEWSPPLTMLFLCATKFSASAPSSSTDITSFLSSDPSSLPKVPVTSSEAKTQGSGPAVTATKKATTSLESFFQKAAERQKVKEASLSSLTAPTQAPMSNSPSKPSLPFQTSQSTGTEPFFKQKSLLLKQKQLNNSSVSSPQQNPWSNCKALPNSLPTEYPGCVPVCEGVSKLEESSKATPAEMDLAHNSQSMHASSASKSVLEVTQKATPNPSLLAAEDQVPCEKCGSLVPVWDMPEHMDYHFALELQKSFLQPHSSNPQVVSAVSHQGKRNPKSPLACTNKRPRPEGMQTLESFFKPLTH
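Pol eta at 10 nM preincubated with compounds 15 min at room temperature; reaction started with fluorescent substrate (50 nM final) and read kinetically at 0 and 10 min.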
JMJD2A Tudor inh = qHTS Assay for Inhibitors of JMJD2A-Tudor Domain; Lysine-specific demethylase 4A (Homo sapiens), O75164; AlphaScreen JMJD2A-Tudor / H3K4me3 peptide binding; Potency, µM (series often up to 114 µM), without a hit: at the highest dose activity change, negative = inhibition, usual class: inhibitors; hit rate 4.4% among 390,000; AID 504339, 2011; note: % is set by controls: 0 for no effect and ±100 for the full control effect; nearly all actives have a fitted effect of over 50% in size
BLM inh = qHTS Assay for Inhibitors of Bloom's syndrome helicase (BLM); hit rate 0.2% among 350,000; Potency, µM (highest dose often 56.1 µM), for inactives: at the top dose activity change, negative = inhibition, usual class: inhibitors; AID 2528, 2010; recombinant BLM DNA unwinding, fluorescence dequenching;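 note: plate controls were vehicle for no effect and no enzyme for full effect; nearly all actives have a fitted effect of over 35% in size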
POLI inh = qHTS for Inhibitors of Polymerase Iota; DNA polymerase iota (Homo sapiens), Q9UNA4; hit rate 1% among 390,000; Potency, µM (doses to about 115 µM), without a hit: at the highest dose activity, negative = inhibition, usual class: inhibitors; Pol iota fluorescent replication assay, 10 min
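Fluorescent replication assay read twice, at 0 min and 10 min after adding 50 nM (final) substrate. Enzyme (10 nM) and compounds were first incubated 15 min at room temperature; enzyme-free buffer wells were negative controls.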
POLB inh = qHTS Assay for Inhibitors of DNA Polymerase Beta. P06746. Pol beta primer extension/strand displacement, fluorescence kinetic. Potency, µM (top dose mostly 114 µM), for inactives: at the top dose activity change, negative = inhibition, hits mostly inhibitors. hit rate 1.3% among 340,000. AID 485314, 2010; note: % is set by controls: 0 for no effect and ±100 for the full control effect
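Pol beta (10 nM) was preincubated with compound for 15 min at room temperature. The reaction was then started with 50 nM substrate and read immediately and after a further 10 min at room temperature.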
BAZ2B inh = qHTS Assay for Inhibitors of BAZ2B; hit rate 4.4% among 360,000; AID 504333, 2011; Potency, µM (titrated, usually from 114 µM), without a hit: at the top dose activity change, negative = inhibition, most hits filed as inhibitors; Bromodomain adjacent to zinc finger domain protein 2B (Homo sapiens), Q9UIF8; AlphaScreen BAZ2B-H3K14Ac peptide displacement; note: % is set by controls: 0 for no effect and ±100 for the full control effect; nearly all actives have a fitted effect of over 60% in size
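BAZ2B (50 nM) with biotin-H3(5-23)K14Ac peptide (50 nM) in PBS pH 7.4, 0.01% Tween-20, preformed 30 min, then compound 30 min at room temperature; top concentration 110uM. AlphaScreen streptavidin donor/nickel chelate acceptor beads (10 ug/mL final), 20 min dark, signal read.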
G9a inh = qHTS Assay for Inhibitors of Histone Lysine Methyltransferase G9a | Histone-lysine N-methyltransferase EHMT2 (Homo sapiens), Q96KQ7 | G9a H3K9 monomethylation, AlphaScreen, 2 h | Potency, µM (top dose mostly 102 µM), without a hit: at the highest dose activity, negative = inhibition, most hits filed as inhibitors | hit rate 8.8% among 350,000; note: % is set by controls: 0 for no effect and ±100 for the full control effect; nearly all actives have a fitted effect of over 75% in size
Target sequence (Q96KQ7 913-1193 limits assumed): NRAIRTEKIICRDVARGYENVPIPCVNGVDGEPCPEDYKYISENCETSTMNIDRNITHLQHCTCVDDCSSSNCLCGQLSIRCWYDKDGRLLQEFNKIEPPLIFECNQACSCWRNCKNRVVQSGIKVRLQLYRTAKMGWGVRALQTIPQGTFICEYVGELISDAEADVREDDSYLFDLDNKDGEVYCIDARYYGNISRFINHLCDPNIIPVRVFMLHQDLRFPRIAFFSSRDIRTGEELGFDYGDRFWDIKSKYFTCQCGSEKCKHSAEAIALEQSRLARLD
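Using a bead-based AlphaScreen, monomethylated H3K9 product from 2 h room-temperature reactions (G9a 20 nM, peptide 500 nM, SAM 20 uM) was detected with 0.5 ug/mL rabbit anti-H3K9me1 antibody.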
POLK inh = qHTS for Inhibitors of Polymerase Kappa | Potency, µM (doses to about 107 µM), without a hit: top-dose activity, negative = inhibition, actives largely listed as inhibitors | AID 588579, 2011 | hit rate 0.53% among 400,000 | purified Pol kappa, fluorescent DNA synthesis assay, 10 min; note: % is set by controls: 0 for no effect and ±100 for the full control effect
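Here, compound and 10 nM enzyme are combined for 15 min at room temperature; adding 50 nM substrate (final) starts DNA synthesis, tracked by fluorescence at 0 and 10 min against buffer-only wells.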
Numbers without * were called inactive; ? = inconclusive; / = not tested or not shown; [ ] = dose if it differs, or a comment. Calls come from the whole dose curve; as a rule, active = well fitted curve in the direction sought with a large enough effect; inconclusive = small, poorly fitted or top-dose-only effect, or another doubt; inactive = no such curve, though single readings can be large; an effect the other way counts as inactive or inconclusive. Potency is the fitted concentration of half-maximal effect. An excerpt; count on the stated rates, not on these rows.

SMILES	APEX1 inh	POLH inh	JMJD2A Tudor inh	BLM inh	POLI inh	POLB inh	BAZ2B inh	G9a inh	POLK inh
COCC(C)n1c(C)cc(C(=O)COc2ccc(C)nc2[N+](=O)[O-])c1C (stereo unspecified)	17%	-3%	-12%	-10%	72%[activator]	31%	?	-14%	-14%
O=C(Nc1ccc2oc(-c3ccccc3F)nc2c1)c1ncn[nH]1	-6%	14%	-12%	-1%	0%	?	?	2%[59 µM]	-7%
COc1ccc(-n2c(C)nnc2SCC(=O)N2C(C)CCCC2C)cc1 (stereo unspecified)	5%	-5%	1%	3%	8%	0%	39%[activator]	-14%[12.7 µM]	-2%
COc1ccc(/C=N/NC(=O)c2ccccc2O)cc1COc1ccccn1	-1%	3%	-9%[11.4 µM]	-1%	13%	-18%	-14%	14%	-20%
COc1ccc(-c2nc3ccccc3o2)cc1OC	51%	-20%	48%[activator]	-1%	41%[activator]	-2%	84%[activator]	264%[activator]	4%
COc1ccc(-n2nc(C(=O)c3cccs3)cc(-c3nc4ccccc4[nH]3)c2=N)cc1	1%	-11%	-26%	0%	15%	0%	4%	14%[59 µM]	-3%
CN(C)c1ccccc1C(=O)N1CCCC(C(=O)c2ccc3ccccc3c2)C1 (stereo unspecified)	-6%	-28%	?	-8%	-13%	1%	?	50µM*	-5%
O=C1COc2ccc(C(=O)COC(=O)c3cc(S(=O)(=O)NCc4ccccc4)ccc3O)cc2N1	?	-16%	-14%	-8%	12%	-25%	-22%	?	-5%
CCCC(=O)Nc1ccccc1NC(C)=O	17%	10%	-10%[57.1 µM]	-2%	-1%	0%	4%	7%[12.7 µM]	-20%
Cc1cn2c(=O)cc(COc3ccc(NC(=O)c4ccccc4C)cc3)nc2s1	/	-8%	-22%	-5%	32%[activator]	37%	3%	20%[59 µM]	2%

The final six compounds of the section before lead into the next.
SMILES	APEX1 inh	POLH inh	JMJD2A Tudor inh	BLM inh	POLI inh	POLB inh	BAZ2B inh	G9a inh	POLK inh
COc1ccc(-c2nc3ccccc3o2)cc1OC	51%	-20%	48%[activator]	-1%	41%[activator]	-2%	84%[activator]	264%[activator]	4%
COc1ccc(-n2nc(C(=O)c3cccs3)cc(-c3nc4ccccc4[nH]3)c2=N)cc1	1%	-11%	-26%	0%	15%	0%	4%	14%[59 µM]	-3%
CN(C)c1ccccc1C(=O)N1CCCC(C(=O)c2ccc3ccccc3c2)C1 (stereo unspecified)	-6%	-28%	?	-8%	-13%	1%	?	50µM*	-5%
O=C1COc2ccc(C(=O)COC(=O)c3cc(S(=O)(=O)NCc4ccccc4)ccc3O)cc2N1	?	-16%	-14%	-8%	12%	-25%	-22%	?	-5%
CCCC(=O)Nc1ccccc1NC(C)=O	17%	10%	-10%[57.1 µM]	-2%	-1%	0%	4%	7%[12.7 µM]	-20%
Cc1cn2c(=O)cc(COc3ccc(NC(=O)c4ccccc4C)cc3)nc2s1	/	-8%	-22%	-5%	32%[activator]	37%	3%	20%[59 µM]	2%
COc1ccc(NC(=O)CSc2nnc(-c3cccs3)n2Cc2ccco2)cc1OC	17%	3%	?	-7%	20%	20%	-1%	?	-8%
O=C(c1cncs1)N1CCCC(CNS(=O)(=O)c2cccs2)C1 (stereo unspecified)	5%	-19%	-1%	-1%	7%	10%	-17%	-4%	-8%
O=C(COC(=O)c1ccccc1)NCc1cccs1	3%	-9%	-15%	4%	-3%	1%	5%	-5%	-1%
NNc1ccc2c(C(F)(F)F)cc(C(F)(F)F)nc2n1	1%	-20%	-27%	-1%	11%	9%	-11%	35µM*	-11%
COc1ccccc1CNc1cc(-c2ccccc2C)ncn1	-3%	/	/	3%	/	/	/	7%[0.501 µM]	-6%[60.1 µM]
CCOc1ccc(C2=Nn3c(CC)nnc3SC2)cc1	8%	-7%	-24%	/	?	/	-9%	-2%[2.33 µM]	6%
CC(C)c1c(C(=O)N/N=C2\CCc3ccccc32)nnn1-c1nonc1N	21%	5%	-7%	-3%	22%	?	-5%	29%	7%
COc1ccccc1NC(=O)N1CCCC1C(=O)NCc1cccs1 (stereo unspecified)	81%[activator]	-8%	-10%	-3%	-11%	5%	4%	12%[59 µM]	2%
COCCCNC(=O)/C=C/c1cccc(Cl)c1	3%	-3%	-5%	1%	7%	28%	1%	7%	-3%
COc1ccc(OC)c(NC(=O)c2cc(-c3cc(C)c(C)cc3O)n[nH]2)c1	5%	-10%	0%	-6%	101%[activator]	25%	2%	-3%	5%
CSCCC(NC(=O)c1ccccc1)C(=O)OCC(=O)c1ccc[nH]1 (stereo unspecified)	3%	-2%	-14%	-12%	135%[activator]	4%	-7%	12%[59 µM]	-7%
CCOc1ccc(NC(=O)CSc2nnc(C3CC3)n2C)cc1	0%	-6%	-3%	-3%	66%[activator]	-20%	-15%	34%	-9%
Cc1cccc(N2C(=O)CC(N3CCN(c4ccccn4)CC3)C2=O)c1 (stereo unspecified)	-1%	4%	-8%	3%	29%	2%	-16%	-4%	-10%
COc1ccc(N2CCN(C(=O)Cn3cnc4nc5c(cc4c3=O)CCCC5)CC2)cc1	/	-14%	1%	0%	-4%	0%	-19%	-36%[59 µM]	0%[60.1 µM]
COc1ccc2[nH]c(C(=O)N(C)Cc3ccccc3)c(C)c2c1	-5%	-8%	-19%	-6%	31%[activator]	5%	-16%	41%[activator]	8%
Cc1[nH]c(-c2ccco2)nc1C(=O)O	1%	-4%	10µM*	-1%	3%	-2%	?	20µM*	-21%
CN1CCN(C2=C(NS(=O)(=O)c3cccs3)C(=O)c3ccccc3C2=O)CC1	-1%	3%	-19%	-11%	?	-1%	-15%	?	-24%
COc1cccc(-c2nn(C)c3sc(C(=O)NCCc4cccc(C)c4)cc23)c1	/	-9%	-12%	-8%	?	8%	/	-1%[59 µM]	-14%
Cc1sc(NC(=O)c2cc3ccccc3oc2=O)c(C(=O)OC(C)C)c1-c1ccccc1	0%	-5%	3%	4%	?	-1%	10%	?	1%
O=C(O)/C=C/C(=O)NCc1csc2ccccc12	-3%	-6%	-7%	-6%	-14%	-13%	-2%	/	-2%
CC1(C)CC(=O)C(CC(=O)NC(=O)NCc2ccccc2)=C(O)C1	-4%	-17%	-11%	-9%	20%	-17%	4%	21%[59 µM]	-2%
O=C(NCc1cccs1)C1CCCN1C(=O)Nc1ccccc1Cl (stereo unspecified)	15%	-1%	-18%	-3%	28%	8%	-2%	?	3%
O=C(CN1C(=O)NC2(CCCC2)C1=O)NCCN1C(=O)S/C(=C\c2ccccc2F)C1=O	2%	-3%	-8%	/	100%[activator]	/	18%	-22%	-10%
NCCCC(=O)N1c2ccccc2Sc2ccccc21	0%	-22%	-22%	-9%	10%	22%	3%	?	-10%
COc1ccccc1NC(=O)c1ccccc1-c1nc(-c2ccccc2OC)no1	-3%	-6%	-18%	-5%	24%	-1%	-8%	-5%[59 µM]	-6%
CCN(CC(=O)NCCc1ccc(F)cc1)Cc1nc2ccccc2c(=O)[nH]1	0%	-12%	-12%	1%	?	-1%	-4%	7%[59 µM]	-35%
Cc1cc(OCc2cc(C(=O)N(C)C3CCOCC3)no2)cc(C)c1Cl	-3%	-7%	4%	-3%	17%	1%	3%	/	-14%
COc1ccc(N2CCN(C(=O)CSc3nnnn3-c3ccc4c(c3)OCCO4)CC2)cc1	2%	4%	?	-5%	69%[activator]	11%	/	?	-3%
O=C(NN1CCOCC1)c1ccccc1Br	18%	-13%	3%	-4%	27%	19%	?	3%	6%
Cc1ccc(S(=O)(=O)N(CC(=O)N2CCOCC2)c2ccc(Br)cc2)cc1	39%[activator]	-3%	-3%	0%	20%	29%	-1%	14%	0%

Compound profiles (already shown). Order of screens: APEX1 inh	POLH inh	JMJD2A Tudor inh	BLM inh	POLI inh	POLB inh	BAZ2B inh	G9a inh	POLK inh
Cc1cc(OCc2cc(C(=O)N(C)C3CCOCC3)no2)cc(C)c1Cl reads -3%	-7%	4%	-3%	17%	1%	3%	/	-14%
NCCCC(=O)N1c2ccccc2Sc2ccccc21 reads 0%	-22%	-22%	-9%	10%	22%	3%	?	-10%
Cc1ccc(S(=O)(=O)N(CC(=O)N2CCOCC2)c2ccc(Br)cc2)cc1 reads 39%[activator]	-3%	-3%	0%	20%	29%	-1%	14%	0%
CCN(CC(=O)NCCc1ccc(F)cc1)Cc1nc2ccccc2c(=O)[nH]1 reads 0%	-12%	-12%	1%	?	-1%	-4%	7%[59 µM]	-35%
O=C(NCc1cccs1)C1CCCN1C(=O)Nc1ccccc1Cl (stereo unspecified) reads 15%	-1%	-18%	-3%	28%	8%	-2%	?	3%

Other compounds:
SMILES	APEX1 inh	POLH inh	JMJD2A Tudor inh	BLM inh	POLI inh	POLB inh	BAZ2B inh	G9a inh	POLK inh
Cc1ccccc1NC(=O)c1oc(=O)c2ccccc2c1-c1ccccc1	-13%	-13%	-6%	-3%	128%[activator]	25%	6%	-23%	-2%
CCc1ccc(-c2cc(C(F)(F)F)n3nc(C(=O)Nc4cnn(Cc5ccc(C)cc5)c4)cc3n2)s1	0%	-5%	-3%	-9%	3%	18%	1%	-11%	1%
COc1nccc(Nc2ccccc2)c1C#N	-1%	-3%	13%	-1%	8%	23%	-1%	27%	-9%
COc1ccc(S(=O)(=O)/C(C#N)=C/Nc2ccc(NC(C)=O)cc2)cc1	-6%	-8%	-12%	-2%	-1%	4%	1%	33%[activator]	-1%
O=C1C(=O)N(CCCn2ccnc2)C(c2ccc(Cl)cc2)/C1=C(\O)c1ccc2c(c1)OCCO2 (stereo unspecified)	7%	-14%	-7%	0%	-11%	6%	-14%	-27%	0%
CCCCCCC/C=N/Nc1nnc(Cc2ccccc2)c(=O)[nH]1	65%[activator]	-16%	?	-1%	22%	41%	?	31%	-20%
